Source: PubChem
HTR5A inv ag – inverse agonist of human HTR5A in OPRM1-OPRD1 counter-screen | HTR5A cell line, luminescence, inverse agonism | AID 504634 | P47898 | actives 0.083% (n = 340,000) | inhibition, % at 9.3 µM; in the data active means inhibition mostly above about 23%, no sharp cut-off; inactive means mostly below about 18%;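 further: 0% = cells with DMSO and 100% = no-cell wells with DMSO; some compounds called inactive have numbers as strong as hits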
Target sequence (P47898 whole entry, looked up): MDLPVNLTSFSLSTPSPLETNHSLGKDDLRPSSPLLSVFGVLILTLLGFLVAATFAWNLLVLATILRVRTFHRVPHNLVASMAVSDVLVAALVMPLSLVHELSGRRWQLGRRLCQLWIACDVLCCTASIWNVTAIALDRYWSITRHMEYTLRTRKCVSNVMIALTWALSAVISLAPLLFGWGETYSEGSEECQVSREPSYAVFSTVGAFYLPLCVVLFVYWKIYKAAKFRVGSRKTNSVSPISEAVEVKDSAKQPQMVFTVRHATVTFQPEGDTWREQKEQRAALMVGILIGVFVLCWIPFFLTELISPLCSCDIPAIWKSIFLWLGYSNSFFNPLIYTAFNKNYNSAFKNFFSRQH
PKA-R2B activ – PKA-R2B complex activation; actives 0.079% (n = 340,000); activation, % at 11.4 µM; P22694+P31323; AID 504700; PKA-R2B holoenzyme dissociation, Cy5-IP20 fluorescence polarization; R2B truncated from residue 108, S112A mutant; 0% DMSO only, 100% 113 µM cGMP;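 active means activation above a cutoff set at the mean over all compounds plus 3 SD, cut at about 18% in these data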;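 further: higher means more holoenzyme dissociation and a rise in polarization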
Target sequence (P31323 whole entry, looked up, other chains not shown, the tested form may be a part): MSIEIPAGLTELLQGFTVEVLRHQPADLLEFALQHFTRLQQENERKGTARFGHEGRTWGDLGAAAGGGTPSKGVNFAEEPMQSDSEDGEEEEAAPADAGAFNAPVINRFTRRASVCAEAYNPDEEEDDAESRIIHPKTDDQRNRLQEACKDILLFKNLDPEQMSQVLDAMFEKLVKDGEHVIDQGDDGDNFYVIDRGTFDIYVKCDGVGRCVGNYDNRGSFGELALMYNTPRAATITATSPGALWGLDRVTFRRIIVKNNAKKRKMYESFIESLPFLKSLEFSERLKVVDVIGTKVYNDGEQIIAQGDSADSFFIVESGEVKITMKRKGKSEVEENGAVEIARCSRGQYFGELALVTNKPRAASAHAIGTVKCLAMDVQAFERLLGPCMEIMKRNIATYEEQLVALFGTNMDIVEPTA
AddAB inh – less growth of phage-infected E. coli with AddAB | E. coli expressing H. pylori AddAB, absorbance growth | inhibition, % at 11.9 µM | actives 0.29% (n = 330,000) | AID 435030; in the data active means inhibition above about 12%;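 further: 0% = vehicle wells of infected cells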
PfHsp90 yeast 2 – growth inhibition of yeast expressing Plasmodium Hsp90 | actives 0.32% (n = 310,000) | S. cerevisiae expressing PfHsp90, BacTiter-Glo ATP, 48 h; yeast lacking PDR1 and PDR3 efflux regulators | inhibition, % at 9.4 µM;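 active means every replicate shows inhibition above about 80%, whatever the replicate mean, limit read from the data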;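 further: 0% = DMSO neutral controls and 100% = 20 µM radicicol positive controls; yeast relying on Plasmodium falciparum Hsp90 in place of its own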
E coli growth – counter-screen for AddAB inhibitors: E. coli growth inhibition; E. coli V3065 growth, OD600 absorbance, 18 h; actives 0.27% (n = 330,000); inhibition, % at 11.9 µM;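 active means inhibition above the campaign's mean inhibition across all tested compounds plus 3 SD, cut at about 9.9% in these data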;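 further: uninfected addAB+ strain grown without phage in ampicillin broth; 0% = DMSO wells and 100% = ciprofloxacin 0.95 µg/ml wells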
MOR-DOR inv ag – inverse agonists of human mu-delta opioid receptor heterodimerization. P35372+P41143. cell-based MOR-DOR heterodimer luminescence, inverse agonism. inhibition, % at 9.3 µM. actives 0.21% (n = 340,000); in the data active means inhibition above about 22%, passing the limit was not always enough;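 further: 0% = cells with DMSO and 100% = wells without cells with DMSO; values of inactives mirror those of a sister screen read the other way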
OPRM1-OPRD1 ag – OPRM1-OPRD1 heterodimerization agonism; activation, % at 9.3 µM; cells, luminescence; P35372+P41143; actives 0.3% (n = 340,000); in the data active means activation above about 18%;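 further: 0% = vehicle-treated cells and 100% = reference agonist; values of inactives mirror those of a sister screen read the other way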
Tat transport – blocks Tat-dependent protein export in E. coli | E. coli MC4100 TorA-mCherry Tat export, fluorescence | inhibition, % at 10 µM | actives 0.036% (n = 340,000);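 active means mean replicate inhibition at least 50% and at least half of replicates individually reaching 50%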;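 further: exported cargo escapes ClpAP degradation while cytoplasmic cargo is degraded and loses fluorescence; 0% = median of neutral control wells and 100% = median of NaSCN control wells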
Mot1-301 SUMO – inhibitors of SUMOylation pathway: yeast Mot1-301 growth rescue. growth rescue, % at 18.8 µM. S. cerevisiae Mot1-301 growth rescue, ATP luminescence, 38.5C; percent above DMSO median, 100 means doubled. actives 1% (n = 320,000);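 active means every valid replicate shows activation above 250% relative to neutral control wells; inactive means the rest, any valid replicate at or below 250%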;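 further: OY570 slx delta 5 strain wells were the positive control but not used for scaling; some compounds called inactive have numbers as strong as hits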
PKA-R1A act – activates the PKA-R1A holoenzyme complex. PKA-R1A dissociation, Cy5-IP20 fluorescence polarization; scaled: DMSO 0%, 113 µM cGMP 100%. AID 504707. actives 0.083% (n = 340,000). P00514+P68181. activation, % at 11.4 µM;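 active means percent activation above the mean of all tested compounds plus 3 SD, cut at about 19% in these data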;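 further: higher means more PKAc released from R1A so a rise in polarization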
phage Ecoli inh – E. coli growth loss with phage present; inhibition, % at 11.9 µM; actives 0.26% (n = 360,000); AID 651602; growth absorbance; in the data active means inhibition above about 11%
Active calls of the source: *; i = inactive; / = no result given.

Each structure is followed by: HTR5A inv ag | PKA-R2B activ | AddAB inh | PfHsp90 yeast 2 | E coli growth | MOR-DOR inv ag | OPRM1-OPRD1 ag | Tat transport | Mot1-301 SUMO | PKA-R1A act | phage Ecoli inh
O=C(COc1coc(CN2CCc3ccccc3C2)cc1=O)N1CCOCC1
 : 15 | -1 | 1.6 | 9 | 0.6 | 9 | -1.6 | -4 | 13 | 0 | 2.9
CC1CCCN(C(=O)c2ccc3nc[nH]c3c2)C1 (stereo not drawn)
 : 19 | 0 | 0.4 | 6 | -0.5 | 16 | -2.6 | -4 | -2 | -1 | -1.1
CCn1nnnc1SCC(=O)Nc1ccc(N(C)C)cc1
 : 16 | -8 | 3.3 | -1 | 2.0 | 7 | -1.4 | -4 | 7 | -13 | 1.8
O=C1CC(c2ccccc2)CC2=C1CN(C1CCCCC1)CN2 (stereo not drawn)
 : 3 | 6 | 1.9 | / | 0.1 | 2 | -0.4 | -1 | 4 | -4 | 0.3
CCN(CC)CCN(C(=O)CN1C(=O)CCC1=O)c1nc2cc3c(cc2s1)OCO3
 : 18 | -4 | 2.5 | 10 | 0.8 | -3 | 0.6 | 7 | 12 | -1 | -0.4
CCOC(=O)CN1N=C(c2ccc(C)cc2)CCC1=O
 : -12 | -8 | -2.0 | 7 | 0.8 | 19 | -4.3 | 10 | 6 | 8 | 2.0
COc1cc(C(=O)NNC(=O)Cc2cccs2)cc(OC)c1OC
 : 11 | 0 | 2.9 | 1 | 2.3 | 9 | -2.3 | -5 | -10 | -2 | 2.0
CC(=O)Oc1cccc(NC(=O)c2ccc3c(c2)C(=O)N(CC(C)C)C3=O)c1
 : -18 | -2 | 1.6 | -60 | -0.3 | -26 | 5.5 | 5 | -1 | 0 | 1.9
N#CC1=C(S)N(c2ccc(F)cc2)C(c2ccco2)NC1=O (stereo not drawn)
 : 42 | 2 | -0.7 | -26 | 0.5 | 13 | -2.7 | 1 | -10 | 1 | -0.1
COc1ccccc1OCC(=O)N/N=C/c1cccc2cccnc12
 : 1 | 14 | -0.8 | 15 | 3.5 | 10 | -1.8 | -5 | -4 | -2 | 1.6
COCC(=O)N/N=C\c1ccccc1OC/C=C/c1ccccc1
 : -23 | -18 | -1.0 | -28 | -2.9 | 15 | -2.2 | 2 | -15 | -1 | 0.7
CCOC(=O)c1cnc2c(cnn2C)c1Oc1ccc(OC)cc1
 : -12 | 3 | 0.3 | -8 | -0.5 | 5 | -1.0 | 0 | -5 | 7 | 0.8
COc1ccccc1NC(=S)NCc1ccc2c(c1)cc(C)n2C
 : -29 | -1 | 1.4 | -7 | 0.0 | 4 | -0.8 | 7 | -9 | -6 | 3.0
COCC1CCN(C(=O)C2CCC(=O)N(C3CCCCCC3)C2)CC1 (stereo not drawn)
 : 1 | -4 | / | -1 | / | 10 | -1.7 | 5 | -4 | -3 | 2.3
CCOC(=O)C1CCCN(S(=O)(=O)c2c(C)noc2C)C1 (stereo not drawn)
 : -10 | -10 | -2.0 | -2 | 2.4 | -1 | 0.2 | -6 | -14 | 3 | 1.2
CCOc1ccc(S(=O)(=O)N2CCC(C(=O)N3CCN(Cc4ccccc4)CC3)CC2)cc1
 : -6 | -3 | 4.3 | 10 | 0.3 | -4 | 0.8 | -3 | 12 | -3 | -0.3
CN1C2=CC=CC=CC2=[N+](C)C12C=CC(=[N+]([O-])[O-])C=C2[N+](=O)[O-] (stereo not drawn)
 : 31 | -9 | 0.2 | / | -0.7 | 5 | -1.0 | -9 | -11 | -5 | 3.4
Cc1ccc(CNC(=O)CN(CCc2ccccc2)S(C)(=O)=O)cc1
 : -1 | -1 | 6.0 | 10 | 0.7 | -9 | 1.6 | 2 | 14 | -1 | 2.5
CCOC(=O)CSC(=S)NC(=O)c1ccc(OC)cc1
 : -15 | -7 | 2.6 | 10 | 1.6 | -2 | 0.3 | 4 | 2 | -2 | 4.3
Cc1cc(NC(=O)COC(=O)C2CC(=O)N(c3ccccc3)C2)no1 (stereo not drawn)
 : 8 | -1 | 5.1 | 22 | -1.3 | -8 | 1.1 | 4 | 322 | -2 | 2.4
Cc1ccc(Cl)cc1NC(=O)COC(=O)CN1C(=O)C2CCCCC2C1=O (stereo not drawn)
 : 8 | -11 | -0.3 | 15 | -1.4 | 6 | -1.2 | 6 | / | -11 | 4.7
CC(=O)Nc1ccc(N=c2cc([N+](=O)[O-])cc(Cl)n2O)cc1
 : -6 | 3 | -1.9 | -8 | 0.0 | -41 | 9.1 | 9 | 8 | 5 | -1.0
CCOC(=O)c1c(NC(=O)C(C)S(=O)(=O)c2cn(CC)c3ccccc23)sc2c1CCCC2 (stereo not drawn)
 : -24 | 1 | -0.6 | 18 | 1.9 | -5 | 0.9 | -2 | 107 | -4 | 2.4
NC(=O)C1CCN(c2ccc(C(F)(F)F)cc2[N+](=O)[O-])CC1
 : -6 | -1 | -0.9 | -19 | -0.7 | 13 | -2.3 | 0 | 1 | 9 | 3.0
CC1CCC/C(=C\Nc2ccccc2C(=O)O)C1=O (stereo not drawn)
 : 6 | 8 | 0.8 | 3 | -1.7 | 14 | -2.8 | 2 | 8 | -4 | 1.7
CC(C)(C)NC(=O)C(c1ccc(OCC(N)=O)cc1)N(C(=O)c1cccnc1)C1CC1 (stereo not drawn)
 : -4 | -6 | 4.1 | 8 | 1.4 | 6 | -1.1 | -7 | -4 | 3 | 3.6
C/C(=N/OCC(=O)Nc1ccc(C)cc1C)c1cccs1
 : 9 | -7 | 0.2 | -9 | 0.4 | 4 | -0.9 | 17 | 58 | 4 | 3.2
Cc1cccc(NC(=O)c2cc[n+]([O-])cc2)c1C
 : -3 | 2 | -6.7 | -9 | -1.3 | 2 | -0.2 | -2 | 139 | 4 | 3.4
COC(=O)Cc1ccc(N(Cc2ccccc2F)S(=O)(=O)c2ccc(C)cc2)cc1
 : 4 | 1 | 1.4 | -13 | -1.7 | 5 | -0.7 | 16 | -1 | -3 | 2.5
Cn1c(N)c(C(=O)COC(=O)/C=C/c2ccccc2F)c(=O)n(C)c1=O
 : 4 | -4 | -0.3 | / | -0.9 | 0 | 0.0 | 10 | 2 | 2 | 3.4

Reprinted at random: two records from the list
Each structure is followed by: HTR5A inv ag | PKA-R2B activ | AddAB inh | PfHsp90 yeast 2 | E coli growth | MOR-DOR inv ag | OPRM1-OPRD1 ag | Tat transport | Mot1-301 SUMO | PKA-R1A act | phage Ecoli inh
CC1CCCN(C(=O)c2ccc3nc[nH]c3c2)C1 (stereo not drawn)
 : 19 | 0 | 0.4 | 6 | -0.5 | 16 | -2.6 | -4 | -2 | -1 | -1.1
CC(C)(C)NC(=O)C(c1ccc(OCC(N)=O)cc1)N(C(=O)c1cccnc1)C1CC1 (stereo not drawn)
 : -4 | -6 | 4.1 | 8 | 1.4 | 6 | -1.1 | -7 | -4 | 3 | 3.6

New compounds follow:
Each structure is followed by: HTR5A inv ag | PKA-R2B activ | AddAB inh | PfHsp90 yeast 2 | E coli growth | MOR-DOR inv ag | OPRM1-OPRD1 ag | Tat transport | Mot1-301 SUMO | PKA-R1A act | phage Ecoli inh
COc1ccccc1OCc1ccc(C(=O)OCC2CCCO2)o1 (stereo not drawn)
 : 5 | -8 | 0.5 | 10 | -0.1 | 11 | -2.0 | 0 | 104 | -5 | 2.0
CN=Cc1sc2ccccc2c1O
 : 9 | -2 | -1.3 | -9 | 0.2 | 8 | -1.4 | 5 | 7 | -9 | 2.4
COC(=O)[C@]1(C)CCC[C@@]2(C)C3CC[C@]4(OC(C)=O)C[C@@]3(CCC21)CC4=NO (stereo partly drawn)
 : -46 | 7 | -0.2 | / | 1.8 | -55 | 9.9 | -9 | -8 | 12 | 0.8
CCOC(=O)c1ccc2nc(C(F)(F)F)[nH]c(=O)c2c1
 : 1 | -3 | 1.6 | -1 | 1.0 | 3 | -0.7 | 4 | i | 9 | 2.0
COc1ccc(C(CC(=O)Nc2cc([N+](=O)[O-])ccc2OC)c2ccccc2)cc1 (stereo not drawn)
 : 15 | 8 | 0.2 | 9 | -2.1 | 4 | -0.7 | 5 | 7 | 0 | 3.4
CSc1snnc1-c1ccccc1
 : 11 | -11 | 1.3 | 4 | -0.6 | 2 | -0.4 | -2 | 5 | 6 | 4.4
CN1CC[C@@]2([C@@]34CCN(C)C3Nc3ccccc34)c3ccccc3NC12 (stereo partly drawn)
 : -8 | -13 | 0.7 | 3 | -1.8 | -7 | 1.2 | 2 | 4 | -2 | 1.1
COc1ccc(OC)c(S(=O)(=O)NCCC(C)C)c1
 : -2 | 6 | 1.7 | -4 | -0.5 | -1 | 0.1 | -12 | -8 | 14 | 4.5
COc1cc(CNCc2ccccc2)c(Br)cc1OC1CCCC1
 : -9 | -1 | 5.2 | -4 | -2.8 | -25 | 5.3 | 4 | 292 | -3 | 3.7
Cc1ccc(C)c(S(=O)(=O)N2CCN(c3nc(-c4cccnc4)nc4ccccc34)CC2)c1
 : 6 | -2 | 2.5 | -77 | 0.5 | -22 | 5.6 | -6 | 19 | -6 | 3.0
CSc1nc(NC(C)(C)C)nc(Oc2ccc(=O)n(C)n2)n1
 : -22 | 5 | 0.5 | 24 | -1.3 | -12 | 1.9 | -10 | 10 | -5 | 0.0
CCC(=O)Nc1ccc(C(=O)NNC(=O)COc2cc(C)ccc2C)cc1
 : -1 | 1 | -0.6 | -5 | -1.7 | 14 | -2.6 | -4 | 2 | 0 | 1.6
Cc1cc(Br)ccc1SCC(=O)OCC(=O)NC(C)c1ccccc1 (stereo not drawn)
 : -9 | -6 | 0.6 | -16 | 1.1 | 5 | -0.9 | 0 | 10 | 7 | 3.6
Cc1ccc(NC(=O)[C@@H]2CCCN2S(=O)(=O)c2ccccc2F)cc1S(=O)(=O)N1CCOCC1
 : -13 | -10 | 4.0 | 12 | -0.7 | -1 | 0.2 | 0 | -11 | -10 | 0.3
COC(=O)C(C)NC(=S)N1CCN(c2c(F)cc3c(=O)c(C(=O)O)cn(C4CC4)c3c2OC)CC1C (stereo not drawn)
 : 2 | 3 | 103* | 15 | 102* | 4 | -0.7 | 17 | 4 | -8 | 99*
CN1CCN(CC(=O)Nc2nc3c(s2)CCCC3)CC1
 : 12 | -8 | -1.6 | -6 | -1.5 | 15 | -3.1 | 15 | -18 | 0 | 0.3
COc1ccc(-c2nnc3sc(COc4ccccc4)nn23)cc1
 : 11 | -7 | 1.9 | / | -2.4 | -4 | 0.8 | 14 | -4 | 4 | 4.4
CC(C)(C)NC(=O)C(c1ccncc1)N(C(=O)CNC(=O)c1ccco1)c1ccc(F)cc1 (stereo not drawn)
 : -9 | 3 | 3.9 | -7 | -0.3 | 11 | -1.6 | 7 | -5 | 3 | 0.1

Structural class, the entries above containing an NH in an aromatic ring.
Each structure is followed by: HTR5A inv ag | PKA-R2B activ | AddAB inh | PfHsp90 yeast 2 | E coli growth | MOR-DOR inv ag | OPRM1-OPRD1 ag | Tat transport | Mot1-301 SUMO | PKA-R1A act | phage Ecoli inh
CC1CCCN(C(=O)c2ccc3nc[nH]c3c2)C1 (stereo not drawn)
 : 19 | 0 | 0.4 | 6 | -0.5 | 16 | -2.6 | -4 | -2 | -1 | -1.1
CCOC(=O)c1ccc2nc(C(F)(F)F)[nH]c(=O)c2c1
 : 1 | -3 | 1.6 | -1 | 1.0 | 3 | -0.7 | 4 | i | 9 | 2.0
